# APJ ag: APJ receptor agonism. actives 0.11% (n = 330,000). P35414. CHO-K1 APJ PathHunter beta-arrestin, luminescence; 0% DMSO wells, 100% apelin. activation, % at 20 µM. AID 2520;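 active = activation more than six SD over the plate average, tested at 20 µM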;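 also: 0% = DMSO alone and 100% = apelin-13 at 10 nM; some results filed as inactive read as strong as hits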
#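 Test system – PathHunter CHO-K1 APJ (AGTRL-1) beta-arrestin reporter cells · Input – 1000 cells/well · Compound – single test compound dose, 20 µM final, 1% DMSO · Times – compound stimulation 90 min at 25 °C, detection 60 min · Technique – beta-gal luminescence · Read-out basis – APJ–arrestin association signal · Control set – negative DMSO alone, positive Apelin-13 at 10 nM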
# CCR6 antagonist: blocks CCL20-driven beta-arrestin recruitment at human CCR6 | actives 0.49% (n = 340,000) | inhibition, % at 20 µM | P51684 | CHO-K1 CCR6 PathHunter beta-arrestin, luminescence, CCL20-stimulated;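 active = compounds whose inhibition of the agonist-driven luminescence signal at 20 µM reaches about 50%, limit read from the data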;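 also: cells stimulated with CCL20 at 14 nM final; plate controls were DMSO with CCL20 for no effect and DMSO without agonist for full effect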
# CXCR6 inh: CXCR6 (human) receptor inhibition; O00574; AID 602244; inhibition, % at 20 µM; CHO-K1 PathHunter CXCR6 beta-arrestin, luminescence; actives 0.36% (n = 360,000); in the data active = inhibition above about 34%, passing the limit was not always enough;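 also: antagonist mode with CXCL16 agonist at 10 nM final; 0% = 10 nM CXCL16 with DMSO and 100% = unstimulated wells without agonist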
# UBC13 inh: blocks human UBC13 polyubiquitin chain formation | TR-FRET | P61088 | actives 0.47% (n = 330,000) | inhibition, % at 20 µM; in the data active = inhibition above about 45%, passing the limit was not always enough
# Target sequence (P61088 whole entry, looked up): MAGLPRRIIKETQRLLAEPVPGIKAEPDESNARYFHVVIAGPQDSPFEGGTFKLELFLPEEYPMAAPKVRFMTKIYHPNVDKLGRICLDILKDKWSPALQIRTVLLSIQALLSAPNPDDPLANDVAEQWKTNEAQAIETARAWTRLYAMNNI
# EBI2 block: antagonists of human EBI2 receptor; inhibition, % at 5 µM; P32249; actives 0.81% (n = 360,000); EBI2 beta-arrestin recruitment, luminescence, 7a,25-OHC stimulated; AID 651636; in the data active = inhibition above about 38%;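 also: enzyme fragment complementation signal reports receptor beta-arrestin coupling in cells; 0% = agonist plus DMSO wells and 100% = wells without agonist; some results beyond the cut were filed as inactive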
# Target sequence (P32249 whole entry, looked up, the tested form may be a part): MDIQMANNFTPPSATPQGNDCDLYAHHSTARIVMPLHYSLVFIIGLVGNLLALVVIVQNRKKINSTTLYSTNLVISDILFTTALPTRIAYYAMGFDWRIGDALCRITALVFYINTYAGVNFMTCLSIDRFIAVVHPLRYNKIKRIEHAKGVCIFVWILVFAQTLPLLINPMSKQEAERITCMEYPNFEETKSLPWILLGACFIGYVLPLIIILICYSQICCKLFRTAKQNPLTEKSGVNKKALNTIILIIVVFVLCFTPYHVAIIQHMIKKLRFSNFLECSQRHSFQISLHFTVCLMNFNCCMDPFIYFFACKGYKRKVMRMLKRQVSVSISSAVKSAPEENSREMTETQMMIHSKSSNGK
# Gli-Sufu antag: antagonists of Gli-Sufu signaling | inhibition, % at 5 µM | Sufu-KO-LIGHT fibroblasts, Gli luciferase reporter luminescence | AID 588413 | actives 0.74% (n = 340,000);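 active = inhibition above about 55%, limit read from the data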;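 also: 0% = DMSO-treated cells and 100% = wells with medium but no cells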
# APJ antagonist: antagonists of human APJ apelin receptor; CHO-K1 APJ beta-arrestin complementation, luminescence; inhibition, % at 20 µM; actives 0.32% (n = 330,000); AID 2521;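 active = inhibition above about 40% at 20 µM, limit read from the data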;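 also: cells challenged with 10 nM apelin-13 agonist together with compound; plate controls were apelin-13 plus DMSO wells for no effect and DMSO wells lacking apelin-13 for full effect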
# ATG4B inh: ATG4B (human) cysteine protease inhibition | Q9Y4P1 | ATG4B cleavage of LC3-PLA2, NBD-HPC fluorescence, 1 h | inhibition, % at 8.33 µM | actives 0.51% (n = 340,000) | AID 504462; in the data active = inhibition above about 40%
# Target sequence (Q9Y4P1 whole entry, looked up): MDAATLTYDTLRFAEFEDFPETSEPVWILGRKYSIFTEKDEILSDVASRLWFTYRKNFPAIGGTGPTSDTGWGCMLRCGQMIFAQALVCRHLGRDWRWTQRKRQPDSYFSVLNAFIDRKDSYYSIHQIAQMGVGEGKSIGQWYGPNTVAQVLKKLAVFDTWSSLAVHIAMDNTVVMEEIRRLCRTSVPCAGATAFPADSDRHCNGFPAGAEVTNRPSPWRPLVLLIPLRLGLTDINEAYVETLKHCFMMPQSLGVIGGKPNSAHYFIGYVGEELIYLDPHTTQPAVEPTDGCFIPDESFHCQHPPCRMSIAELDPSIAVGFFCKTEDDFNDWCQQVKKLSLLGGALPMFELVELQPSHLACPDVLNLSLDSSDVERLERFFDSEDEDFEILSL
# Active calls of the source: *; . = no result given. Rows were taken by chance. About 3% of those tested had a hit in this group.
SMILES,APJ ag,CCR6 antagonist,CXCR6 inh,UBC13 inh,EBI2 block,Gli-Sufu antag,APJ antagonist,ATG4B inh
Cc1ccc(CCNC(=O)C2CCN(S(=O)(=O)c3ccc4c(c3)NC(=O)C(C)S4)CC2)cc1 (centres undefined),2,21,-3,-2,6,-5,-58,-7
CCCCNC(=O)Cc1coc2ccc3ccccc3c12,-5,12,2,8,17,1,-8,1
O=C(NCC(=O)N1CCN(S(=O)(=O)c2ccc3c(c2)OCCO3)CC1)c1ccccc1F,0,7,-4,12,-3,-7,-2,-1
CC(NC(=O)c1ccccc1)c1nnc(SCC(=O)NC2=NCCS2)n1C (centres undefined),-3,-6,-5,-2,0,-17,0,-6
CCc1n[nH]c(=S)n1/N=C/c1ccccc1OCc1ccc(Cl)cc1,-2,-9,9,-2,-15,-8,12,-5
O=S(=O)(Nc1nnc(C2CC2)s1)c1ccccc1,-1,6,1,4,-6,3,13,-4
COc1ccc(-c2cc3ccccc3n2CC(O)CN2CCOCC2)cc1 (centres undefined),4,5,-2,8,-4,1,-6,-3
CC(=O)c1ccc(NC(=O)Cc2ccsc2)cc1,-3,16,13,-2,-2,-17,-3,-2
Cc1ccc2c(CN3CC(C)CC(C)C3)cc(=O)oc2c1C (centres undefined),-3,20,-18,-2,-1,11,19,7
COc1ccc2nc(Nc3nc(CSc4ccc(C)cc4)cc(=O)[nH]3)nc(C)c2c1,-3,2,18,1,7,11,-15,-2
COC(=O)c1ccccc1NC(=O)CCS(=O)(=O)c1ccc(Br)s1,-4,-1,0,-1,0,-8,11,11
COc1ccc(/C=N/Nc2ccc([N+](=O)[O-])cc2)cc1Cn1cc([N+](=O)[O-])cn1,-1,31,23,-82,29,0,5,0
C=CC[C@H](CC(=O)OC(C)(C)C)C(=O)OC[C@@H]1CCCN1C(=O)[C@H](CC=C)CC(=O)N[C@H](CO)Cc1ccccc1,-1,14,1,5,-11,-22,0,2
FC(F)(F)c1cnc(NNC(=S)Nc2ccccc2Cl)c(Cl)c1,1,85*,82*,-14,17,26,37,-5
COc1ccccc1NC(=O)/C(C#N)=C/c1ccc(OCCN2CCOCC2)c(OC)c1,2,-4,5,0,-7,21,-29,-4
Cc1ccc(-c2cn(-c3ccc(OC(F)F)cc3)c3[n+]2CCCCC3)cc1,-5,-3,-1,8,-19,83*,16,-3
CCOc1cc(CNC(C)C)c(Cl)cc1OCC(=O)NCCc1ccccc1,0,-3,-21,1,-3,-14,-10,2
Cc1ccc(CCNC(=O)CCS(=O)(=O)c2cc3c(cc2C)NC(=O)CO3)cc1,-3,-7,-2,3,10,4,-2,-12
CCOC(=O)CCn1cnc2ccc([N+](=O)[O-])cc2c1=O,1,2,-3,-5,-6,-1,-3,5
O=C(COc1cccc2ccccc12)NCc1cccnc1,-1,5,2,-3,3,-9,-4,15
CCC(C)NC(=O)C1CCN(C(=O)COc2ccc3c4c(c(=O)oc3c2C)CCCC4)CC1 (centres undefined),-2,21,-3,5,-1,-14,11,4
O=C(COC(=O)c1cc(S(=O)(=O)N2CCCC2)ccc1O)Nc1ccccc1Br,-1,0,3,-4,6,6,2,-8
CCOC(=O)N1C=CC=C[C@@H]2[C@@H](N3C(=O)c4ccccc4C3=O)C(=O)N21,0,4,-6,3,-13,6,12,4
CC(C)CCNC(=O)C1CCCN(S(=O)(=O)c2ccc(F)cc2)C1 (centres undefined),-2,-19,-2,-3,0,8,15,1
O=C(/C=N/O)NCc1cccnc1,-2,3,5,-2,-3,-3,-6,1
COc1ccccc1NS(=O)(=O)N(C)C,-1,-17,-7,-1,-2,4,-32,-5
Cc1ccc(CN2CCC(C(=O)NCCC(C)C)CC2)o1,8,-9,-7,-13,0,-6,-6,-1
Cc1cc(C)nc(SCc2ccc(C(=O)N/N=C3\CC(C)CC(C)(C)C3)cc2)n1 (centres undefined),1,10,-8,-5,-13,4,-4,47*
CC(OC(=O)C1CC1)C(=O)Nc1cc(Cl)cc(Cl)c1 (centres undefined),-6,1,-8,14,2,-3,-3,0
O=c1c2ccccc2nc2n1C(CSCc1cccc(C(F)(F)F)c1)CS2 (centres undefined),5,4,-2,-10,31,66*,1,-5
CC(=O)OC1OCCOC1NC(=S)Nc1ccc(C)cc1 (centres undefined),-4,3,0,4,-4,-5,-8,-2
CCOc1ccc(-c2noc(CCC(=O)NCC3CCCO3)n2)cc1OC (centres undefined),-4,3,14,7,11,9,-11,-3
CC(C)N1CCN(c2ccc(OCC3COC(Cn4cncn4)(c4ccc(Cl)cc4Cl)O3)cc2)CC1 (centres undefined),.,17,4,.,3,11,.,6
CN1CCC(=NNC(=O)c2ccc(N(Cc3ccc(Cl)cc3)S(C)(=O)=O)cc2)CC1,0,1,3,12,-16,12,7,-5
COc1ccc(C(CC(=O)NC(C)(C)C)n2cccc2)cc1 (centres undefined),-3,10,11,3,-10,4,14,-3
CN(C(=O)COC(=O)c1ccc(Br)o1)c1c(N)n(Cc2ccccc2)c(=O)[nH]c1=O,-1,3,6,0,-2,-7,1,0
N#Cc1ccc(-c2ccc(OCC(O)CN3CCCCC3)cc2)cc1 (centres undefined),-1,6,-1,14,0,14,0,-8
CC(=O)N(CN1C(=O)c2ccc([N+](=O)[O-])cc2C1=O)c1ccc(F)cc1,-2,-20,-3,-4,-5,2,5,-6
O=C(/C=C/c1ccc(Cl)cc1)NC(=S)Nc1ccccc1C(=O)O,3,25,7,-15,11,9,18,6
O=C(Cc1ccccc1)NC1c2ccccc2-c2ccccc21,-5,3,-8,4,-8,-3,3,1
C=CCc1cccc(C=Nc2cccn3cc(-c4ccccc4)nc23)c1O,0,30,13,3,-38,-47,-16,3
CC(=O)NC(CCS(C)(=O)=O)C(=O)Nc1ccc(Cl)c(Cl)c1 (centres undefined),0,-11,-2,-1,-8,-14,11,7
CC(=O)c1cccc(NC(=O)N2CCC(NC(=O)C34CC5CC(CC(C5)C3)C4)CC2)c1,-1,-8,-10,3,24,3,-9,-6
Cc1cccc(-c2noc(CCCC(=O)Nc3cccnc3)n2)c1,1,11,3,-18,-9,-14,-7,-9
Cc1cccc2cc(C#N)c(NCCNC(=S)NCCCN3CCOCC3)nc12,-1,-9,-6,9,-8,11,5,-14
O=C(CN1C(=O)CSCC1=O)NCc1ccc(F)cc1,-1,4,2,-14,-8,0,9,-11
Cc1ccccc1C(OCC(O)CN1CCCCC1CCO)c1ccccc1 (centres undefined),-3,22,-6,32,-4,-7,11,3
C/C(=N\NC(=O)c1nnn(-c2nonc2N)c1CN1CCOCC1)c1ccc(CC(C)C)cc1,-3,13,4,-4,1,-9,2,-3
c1ccc(-c2nnc(-c3c[nH]c4ccccc34)nc2-c2ccccc2)cc1,-1,33,12,-1,30,11,3,1
COC(=O)CN(c1nc(C)cc(OC)n1)S(=O)(=O)c1ccccc1,.,13,13,.,9,-1,.,9
CC1CCC2(CC1)NC(=O)N(CC(=O)N1CCN(C(=O)c3ccco3)CC1)C2=O (centres undefined),-1,-3,-4,-6,6,-1,-8,-1
CSCCC(NS(=O)(=O)c1ccc(C)cc1C)C(=O)Nc1cccnc1 (centres undefined),-4,5,-3,3,-1,-7,2,6
O=C(COC(=O)/C=C/c1cccc(Cl)c1)NCc1cccs1,0,14,-1,7,-4,-2,-9,1
COc1ccc(CCNC(=O)C2CC(c3ccccc3C(F)(F)F)=NO2)cc1 (centres undefined),-4,5,9,6,23,-1,26,-5
NS(=O)(=O)c1ccc(CNC(=O)/C=C/c2ccc(Cl)c(Cl)c2)cc1,-3,18,13,14,16,8,1,-16
COc1cccc(C(=O)N/N=C(\C)CC(=O)Nc2ccc(N(C)C)cc2)c1,-1,6,5,-1,-13,4,22,-1
N#CCC(=O)Nc1ccc(C(=O)OCC(=O)NCCCc2ccccc2)cc1,-4,8,6,8,-3,-3,11,1
COc1ccc(CNC(=O)COC(=O)CN2C(=O)COc3ccccc32)cc1,5,-3,-1,-13,-8,-12,5,0
CCOc1cccc2cc(C(=O)N3CCc4ccccc43)c(=O)oc12,-5,-3,3,-1,-4,10,0,19
Cc1cc(CC(=O)O)n(C)c1C(=O)c1ccc(Cl)cc1,-2,1,11,-15,0,-7,4,7
# Next part
SMILES,APJ ag,CCR6 antagonist,CXCR6 inh,UBC13 inh,EBI2 block,Gli-Sufu antag,APJ antagonist,ATG4B inh
CCCNc1c(N)n(-c2ccccc2)c(=O)[nH]c1=O,0,7,7,-18,-13,0,-7,-13
O=C(O)C1=CC[C@@H](c2ccc(Cl)cc2)N(S(=O)(=O)c2ccc(Cl)cc2)[C@H]1c1ccc(F)cc1,-1,-4,2,-19,-12,-16,-51,3
Cc1ccc(SCC(=O)c2ccc[nH]2)cc1,-1,8,-5,-7,20,-33,-4,-8
CCOc1cc(C(N)=O)cc(Cl)c1OCC,-2,-4,-2,8,-7,-6,4,7
Cn1cnc2cc(NCc3ccccc3O)ccc21,-3,-6,-2,3,-5,-12,4,-5
CC(C)(C)c1ccc(NC(=O)COC(=O)c2ccc(NS(=O)(=O)c3ccc(F)c(F)c3)cc2)cc1,-1,0,-3,-17,7,-15,-6,-6
O=C(COC(=O)C1CCCCC1)Nc1ccc(N2CCCCC2)cc1,-3,-25,-5,16,0,-4,0,11
Cc1ccc(Cn2nc(C)c(NC(=O)C3CC3)c2C)cc1,-7,-21,1,-4,-3,2,-6,-6
CCN(CC)CC(=O)Nc1ccccc1SCC(=O)Nc1ccsc1C(=O)OC,-4,13,7,4,11,15,1,6
Cc1cc(C)cc(Oc2nc(C(F)(F)F)nc3ccccc23)c1,-2,28,-9,0,2,4,-18,25
CC(=O)c1ccc(-c2ccc(C(=O)Nc3nc(C)c(C(C)=O)s3)o2)cc1,-5,6,6,3,10,-12,25,0
O=C(Cc1ccccc1)Nc1nnc(-c2cccs2)s1,-2,2,-4,14,-4,-43,-14,-5
COc1ccc2c(c1OC)C(=O)N(c1ccc(C)cc1)C2=O,-2,3,4,-3,8,.,10,6
CCOC(=O)c1ccc2c(c1)nc(C)n2CC,1,4,1,-9,0,-26,-6,2
Cc1cccc(N/C(N)=N/c2nc(C(F)(F)F)cc(=O)[nH]2)c1C,1,-30,-5,-3,-16,13,-1,8
Cc1ccc(SCC(=O)NNC(=O)CCS(=O)(=O)c2ccccc2)cc1,-4,5,-12,6,-3,-4,7,-4
O=C(c1cc(S(=O)(=O)N2CCN(c3ccccc3)CC2)ccc1Cl)N1CCCC(C(F)(F)F)C1 (centres undefined),1,8,-2,-5,-16,44,-19,-3
Cc1ccc(C)c(OCCC(=O)OCC(=O)Nc2cccc(S(=O)(=O)N3CCCC3)c2)c1,6,17,0,-5,-22,-10,-69,-11
CC(C)n1c(N)c(C#N)c2ccc([N+](=O)[O-])cc2c1=O,0,27,14,-31,11,-10,17,-8
Cn1ncc2c(N3CCN(c4ccccc4F)CC3)ncnc21,-2,5,0,2,-6,-8,-3,-2
O=C1Nc2ccccc2C12OCC1(CO2)COC2(OC1)C(=O)Nc1ccccc12 (centres undefined),9,-11,-5,8,8,4,6,-14

# Sorted by count of non-hydrogen atoms (low to high): four of the compounds above.
SMILES,APJ ag,CCR6 antagonist,CXCR6 inh,UBC13 inh,EBI2 block,Gli-Sufu antag,APJ antagonist,ATG4B inh
CC(C)n1c(N)c(C#N)c2ccc([N+](=O)[O-])cc2c1=O,0,27,14,-31,11,-10,17,-8
Cc1cccc(N/C(N)=N/c2nc(C(F)(F)F)cc(=O)[nH]2)c1C,1,-30,-5,-3,-16,13,-1,8
O=C1Nc2ccccc2C12OCC1(CO2)COC2(OC1)C(=O)Nc1ccccc12 (centres undefined),9,-11,-5,8,8,4,6,-14
Cc1ccc(C)c(OCCC(=O)OCC(=O)Nc2cccc(S(=O)(=O)N3CCCC3)c2)c1,6,17,0,-5,-22,-10,-69,-11

# Screens (PubChem BioAssay)
